# FBW7 act: activators of human E3 ligase FBW7; normalized activity (activation), % at 26.1 µM; 650,000 compounds, 0.13% hits; Q969H0; AlphaScreen FBW7–phospho-cyclin E peptide binding, activator screen; AID 1259310; in the data active = normalized activity above about 1.9%;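 also: purified mutant Fbw7 with reduced substrate affinity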
# MITF primary: blocks human microphthalmia-associated transcription factor; AlphaScreen MITF homodimerization, bead proximity signal; inhibition, % at 2.6 µM; 650,000 compounds, 0.91% hits; AID 1259374; in the data active = inhibition above about 50%;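 also: 0% = vehicle wells with protein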
# Target sequence (O75030 whole entry, looked up): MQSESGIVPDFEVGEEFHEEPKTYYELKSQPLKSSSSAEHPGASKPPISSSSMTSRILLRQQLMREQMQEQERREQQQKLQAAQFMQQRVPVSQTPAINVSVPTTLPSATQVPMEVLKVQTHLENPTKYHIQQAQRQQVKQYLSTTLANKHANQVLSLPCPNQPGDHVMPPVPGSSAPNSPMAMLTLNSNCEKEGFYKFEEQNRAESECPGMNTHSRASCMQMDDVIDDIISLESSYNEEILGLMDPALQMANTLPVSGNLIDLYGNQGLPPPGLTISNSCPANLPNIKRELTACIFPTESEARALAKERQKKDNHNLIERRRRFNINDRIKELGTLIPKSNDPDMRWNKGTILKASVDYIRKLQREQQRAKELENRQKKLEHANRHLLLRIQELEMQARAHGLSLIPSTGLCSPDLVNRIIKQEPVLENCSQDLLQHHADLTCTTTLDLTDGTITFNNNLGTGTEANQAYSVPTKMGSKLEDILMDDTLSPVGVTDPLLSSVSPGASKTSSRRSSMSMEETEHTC
# GPR151 activ: activates the human receptor GPR151; Q8TDV0; PathHunter beta-arrestin GPR151 cells, luminescence; AID 1508602; activation, % at 11.2 µM; 650,000 compounds, 1% hits; in the data active = activation above about 4.9%;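 also: 0% = median of compound wells and 100% = cells with positive control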
# Target sequence (Q8TDV0 whole entry, looked up): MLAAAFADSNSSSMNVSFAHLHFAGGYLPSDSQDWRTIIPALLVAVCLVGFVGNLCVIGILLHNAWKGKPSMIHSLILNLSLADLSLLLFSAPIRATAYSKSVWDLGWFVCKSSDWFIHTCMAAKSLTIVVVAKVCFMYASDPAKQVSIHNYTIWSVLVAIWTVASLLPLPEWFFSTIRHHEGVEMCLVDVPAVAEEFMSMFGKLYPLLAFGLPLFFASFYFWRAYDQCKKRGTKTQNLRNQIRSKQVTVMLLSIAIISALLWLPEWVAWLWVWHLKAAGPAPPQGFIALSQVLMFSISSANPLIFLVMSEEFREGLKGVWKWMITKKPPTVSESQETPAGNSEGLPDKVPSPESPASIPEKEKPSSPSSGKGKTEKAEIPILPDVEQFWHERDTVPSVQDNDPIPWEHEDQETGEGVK
# TEAD-YAP inh: TEAD-YAP interaction inhibition. AID 1259422. 640,000 compounds, 1.4% hits. HEK-TIYL cells, TEAD-Gal4/YAP UAS-luciferase luminescence. inhibition, % at 9.12 µM; in the data active = inhibition above about 32%;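 also: 0% = median of test compound wells and 100% = reference inhibitor wells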
# Numbers without * were called inactive; / = no result given; & = joins results of further samples; ! = repeats disagree.
Structure,FBW7 act,MITF primary,TEAD-YAP inh,GPR151 activ
Cc1ccc(S(=O)(=O)c2nnn3c2nc(NCCCOC(C)C)c2sccc23)cc1,0.6,-3.3,1.6,-2.5
COCCNC(=O)CCC1CCN(C(=O)CCc2cc(C)cc(C)c2)CC1,0.6,8.2,11.0,-2.7
CC(C)Cc1nc(SCC(=O)Nc2cccc(Cl)c2)n[nH]1,0.6,12.7,6.7,-1.6
O=C1CCCN1CCn1cnc2c(NC3CC3)nc(Cl)nc21,0.1,9.8,-3.1,0.4
O=c1c2cnn(Cc3ccccc3F)c2ncn1Cc1ccccn1,0.1,10.4,-0.8,-0.6
COc1ccc(/C=C2\SC(=S)N(CCCC(=O)N3CCN(C)CC3)C2=O)cc1,0.2,21.4,14.8,-0.7
COc1ccccc1CNC(=O)c1oc2ccc3c(c2c1C)C(=O)CC(C)(C)O3,0.0,-9.6,-27.7,0.4
COCCNC(=O)CSc1nc2ccccc2c(=O)n1Cc1ccc2c(c1)OCO2,0.1,-3.5,12.0,-0.7
CCOc1ccc(-c2csc(/C(C#N)=C/c3ccccc3[N+](=O)[O-])n2)cc1,0.7,6.5,-8.0,-0.6
CSc1nsc(SCC(=O)N2CCN(c3ccccc3)CC2)n1,0.3,-4.7,-2.8,4.1
O=C(NCC1CCCO1)c1ccc2c(Cl)c3c(nc2c1)CCCC3 (centres undefined),0.4,-4.1,-87.4,-0.8
Cc1cccc2cc(CN(C(=O)C3CCC3)C3CCCCC3)c3nnnn3c12,0.1,23.5,-10.6,-1.0
Cc1ccc2c(CN3CCNC(=O)C3)cc(=O)oc2c1C,-0.2,0.7,-1.7,-1.3
CCC(C)NC(=O)c1c(Cl)ccc(Cl)c1OC (centres undefined),0.1,23.1,6.9,-1.4
COc1ccc(-c2cc(C(=O)Nc3cccc(Cl)c3)c3ccccc3n2)cc1OC,-0.1,3.6,-5.3,0.2
O=C(Cn1cc(S(=O)(=O)c2ccccc2)c(=O)c2cc(F)ccc21)Nc1ccccc1,0.0,12.3,-5.3,0.3
CC(=O)N1CCN(Cc2ccc3c(c2)CN(C(=O)C2CC(=O)c4ccccc42)CCO3)CC1 (centres undefined),0.3,-1.8,-19.1,2.1
COc1ccc(Nc2nc(Nc3ccc4c(c3)OCCO4)nc(C)c2[N+](=O)[O-])cc1,0.0,9.1,7.8,0.8
CCOc1cc(CO)ccc1OCC(=O)Nc1ccc(C)c(Cl)c1,0.6,0.3,-11.1,1.2
O=C(CCCNS(=O)(=O)c1cccs1)NCc1ccc(F)cc1,0.0,0.9,11.8,-0.3
Cc1c(C(=O)Nc2ccc3c(c2)OCCO3)sc2ncnc(N(C)c3ccccc3)c12,-0.2,-2.3,-1.7,-1.1
O=C(Nc1cccc(F)c1)Nc1ccnn1C1CCN(C(=O)c2cscn2)CC1,0.2,4.5,-21.6,-0.5
COc1ccc(-c2cnc(-c3c(O)c(C)nc4ccccc34)o2)cc1,0.1,-1.3,3.1,-0.2
Cc1ccc(S(=O)(=O)N2CCN(S(=O)(=O)c3ccccc3)C2C(C)C)cc1 (centres undefined),0.5,-3.1,-9.3,-0.8
Cc1ccc(S(=O)(=O)Nc2ccsc2C#N)cc1,0.1,0.1,7.2,0.9
COc1ccc(NC(=O)[C@H]2C[C@@H](c3cccs3)NS(=O)(=O)N2C)cc1OC,-0.1,2.3,3.3,-0.1
Cc1ccc(S(=O)(=O)N2CCOCC2)cc1C(=O)O,-0.2,-11.9,-6.0,0.5
C=C(C)Cn1c(COc2ccc(OC)cc2)nc2ccccc21,-0.1,-1.9,-17.4,-0.4
O=C1c2cc(F)ccc2NNC12CCCCCC2,0.3,0.0,-11.8,0.9
CCOC(=O)C1(CCOc2ccccc2)CCN(Cc2ccc(COC)o2)CC1,0.1,-5.6,11.9,0.4
COc1ccc(CCNC(=O)CSc2nc3sc4c(c3c(=O)n2-c2ccccc2)CCCC4)cc1OC,0.0,-5.8,-2.0,-0.8
CN(C(=O)c1cccc([N+](=O)[O-])c1)c1ccccc1C(=O)NCc1ccccc1,0.1,-5.5,-0.2,-1.2
Cc1cc([N+](=O)[O-])nn1CC(=O)c1ccccc1,0.0,0.3,7.3,1.9
Cc1ccc(C(=O)n2nc(C)c(Sc3ccc(Cl)cc3)c2C)cc1,0.0,-5.8,2.4,0.5
CC1CCCCN1C(=O)c1ccc(NC(=O)c2ccccc2Cl)cc1 (centres undefined),-0.1,6.4,-5.0,-2.3
N#CCCN1CCN(C2=NC(=O)/C(=C\c3cccs3)S2)CC1,0.0,17.3,2.7,2.9
CCOC(=O)C(C#N)C1(c2ccc(C)cc2)CCOC(C)(CC)C1 (centres undefined),0.1,4.4,9.1,-0.1
O=C(Oc1ccc2cc(OC(=O)c3ccccc3)ccc2c1)c1ccccc1,-0.1,1.7,-6.2,0.1
COc1ccc(OC)c(NC2=C(Cl)C(=O)N(c3cc(C)ccc3C)C2=O)c1,-0.4,14.2,30.5,-1.1
COc1ccc(CCNC(=O)C(=O)NCCC(C)C)cc1OC,0.1,15.7,0.2,-0.7
Nn1c(N2CCOCC2)nc2ccccc21,-0.1,3.2,-10.0,-0.2
CC1CCCCC1NC(=O)CC(C(=O)N1CCc2ccccc21)n1ccnc1 (centres undefined),-0.1,-3.5,-8.6,1.1
CC1CCc2c(sc(NC(=O)C(F)(F)F)c2C(=O)Nc2ccc(Br)cc2)C1 (centres undefined),-0.1,0.2,-0.3,0.8
O=C(N/N=C/c1cccc(Br)c1)C1COc2ccccc2O1 (centres undefined),-0.1,0.9,-4.4,-1.6
Cc1cc(N2C(=O)C(O)=C(C(=O)c3ccco3)C2c2ccc([N+](=O)[O-])cc2)no1 (centres undefined),0.2,3.6,-10.0,0.8
CC(Oc1ccccc1F)C(=O)NNC(=O)COc1ccccc1C#N (centres undefined),0.3,21.3,1.6,0.5
CCOC(=O)Cn1nnnc1C(C(C)C)N1CCN(c2ccccc2F)CC1 (centres undefined),1.4,11.5,6.8,-1.0
O=C(Nc1ccc(S(=O)(=O)N2CCCC2)cc1)c1ccc(F)cc1,-0.3,-16.9,-1.6,-0.3
CCC(=O)N1c2ccccc2-c2nnc(SC)nc2OC1c1ccc(-c2ccc(F)cc2)o1 (centres undefined),0.2,15.5,-62.9,1.6
Cc1ccc2cccc(OC(=O)c3ccc(Br)o3)c2n1,-0.2,-8.7,-0.9,0.6
O=C(NC(C(=O)N1CCOCC1)C12CC3CC(CC(C3)C1)C2)c1ccc([N+](=O)[O-])cc1 (centres undefined),-0.1,1.3,-12.1,-0.3
CN(C)c1ccc(C2/C(=C(/O)c3ccccc3)C(=O)C(=O)N2CCCC(=O)O)cc1 (centres undefined),0.0,-4.7,-6.9,0.4
O=C(Nc1ccc2oc(-c3ccc(Cl)cc3Cl)nc2c1)c1cc(Br)ccc1Cl,0.6,12.8,-10.5,0.6
CCOC(=O)c1cc(Br)c(Cl)c(C)c1O,0.6,6.5,5.1,-0.2
CCCC(=O)NCCNc1nc2ccc(OCC)cc2cc1C,0.1,10.2,5.1,-0.1
SC(COCc1ccccc1)CN1CCN(Cc2ccc3c(c2)OCO3)CC1 (centres undefined),-0.2,17.9,1.4,2.4
O=C(O)c1ccc(CNc2nc3ccc(Cl)cc3n3cnnc23)cc1,0.2,15.7,-2.0,-0.4
C/C(N)=C(/C#N)C(=O)COC(=O)c1ccccc1OS(=O)(=O)c1cc(C)ccc1C,-0.4,-4.6,4.6,0.3
COc1ccc(C(=O)Nc2nc3c(s2)CCC3C(=O)N2CCCC2)cc1 (centres undefined),1.1,26.2,-16.8,-0.8
CCN(CC)S(=O)(=O)c1ccc2c(c1)N(CC(=O)NC1CCCC1)C(=O)CO2,-0.1,3.7,5.8,-1.3

# Later entries:
Structure,FBW7 act,MITF primary,TEAD-YAP inh,GPR151 activ
S=c1[nH]nc(C2COc3ccccc3O2)o1 (centres undefined),-0.2,7.5,11.8,-0.3
COc1ccc(COC(=O)C2=C(C)NC3=C(C(=O)CCC3)C2c2ccc(OC)c(O)c2)cc1 (centres undefined),1.2&0.4,11.1&14.2,0.4&6.6,5.0*!
Cc1c(NC(=O)Nc2cccc(Br)c2)c(=O)n(-c2ccccc2)n1C,0.2,13.1,9.1,0.9
Cc1ccc(NC(=S)NCc2ccc(S(N)(=O)=O)cc2)c(C)c1,0.0,8.6,4.5,0.5
CC(NC(=O)Nc1ccccc1)c1cccs1 (centres undefined),0.8,7.5,16.9,2.0
CC(=O)c1ccc(C(=O)N2CCNC(=O)C2C)cc1 (centres undefined),0.1,4.3,2.6,-1.7
Cc1c(C(=O)O)cccc1-c1ccc(/C=C2/NC(=O)N(c3ccccc3)C2=O)o1,0.0,1.5,-32.4,-5.1
O=C(CN(c1cccc(Cl)c1)S(=O)(=O)c1ccccc1)N1CCCCC1,0.0,4.3,0.2,-1.6
CCN1CCN(C2=NC(=O)/C(=C\c3ccc(C)o3)S2)CC1,-0.1,6.2,3.1,-1.1
CC(=O)N1c2cc(C)c(C)cc2-c2c(ssc2=S)C1(C)C,-1.2,21.6,21.6,2.3
COc1ccc(N2C(C)=CC(=C(C#N)c3nc4ccccc4s3)C=C2C)c([N+](=O)[O-])c1,0.8,10.1,9.7,-1.9
CC(=O)Nc1ccc(-c2ccncc2-c2ccc(S(N)(=O)=O)cc2)cc1,0.1,54.5*,-1.3,0.5
O=C1C(c2ccc(F)cc2)N(C2CCCCC2)C(=O)CN1C1CCCCC1 (centres undefined),-0.1,-2.1,-11.0,0.5
CCN1C(=O)C(=O)N(CC(=O)N2CCc3ccccc3C2)C1=O,-0.1,3.9,4.1,1.2
COc1cccc(/C=N/NC(=O)c2ccc(Br)cc2)c1O,0.1,15.8,-3.8,-0.5
CN(C)CCCN1C(=O)C(=O)/C(=C(\O)c2ccccc2)C1c1ccccc1 (centres undefined),-0.1,-13.0,12.0,0.2
OC(C#CC(O)(c1ccccc1)c1ccccc1)c1cccs1 (centres undefined),0.0,-2.8,-1.3,0.2
Cc1cc(NC(=O)c2ccc(Cl)cc2)n(-c2nc(-c3cccs3)cs2)n1,0.0,8.8,2.0,1.0
C=CCOc1c(Br)cc(CNCCO)cc1OC,0.1,-4.8,4.2,6.7*
COc1ccc(Cc2c(Cl)nc(SC)nc2NN)cc1,-0.3,-14.9,-16.4,0.8

# Next part; it opens with the three that closed the last part.
Structure,FBW7 act,MITF primary,TEAD-YAP inh,GPR151 activ
Cc1cc(NC(=O)c2ccc(Cl)cc2)n(-c2nc(-c3cccs3)cs2)n1,0.0,8.8,2.0,1.0
C=CCOc1c(Br)cc(CNCCO)cc1OC,0.1,-4.8,4.2,6.7*
COc1ccc(Cc2c(Cl)nc(SC)nc2NN)cc1,-0.3,-14.9,-16.4,0.8
O=C1C(=O)N(Cc2ccccc2Cl)c2ccc(Br)cc21,-0.2,9.9,25.6,0.1
CCOc1ccc(NC(=O)Cn2c(=O)n(Cc3ccccc3Cl)c(=O)c3nccnc32)cc1,-0.1,-9.4,-2.6,-0.8
CC(CC(=O)Nc1cccc(F)c1)S(=O)(=O)c1ccc2c(c1)SCC(=O)N2 (centres undefined),0.0,-17.2,1.8,-2.1
O=C1OC(Nc2ccc(Br)cc2)c2ccccc21 (centres undefined),0.0,-3.1,5.8,1.5
Oc1ccccc1C1CC(c2ccc(Cl)cc2)=NC(c2ccc(Cl)cc2)N1 (centres undefined),-0.1,5.8,-31.1,0.2
COc1cccc(-n2cccc2C=O)c1,-0.3,-1.2,-1.3,-1.6
CC(=O)NC1=NN(C(C)=O)C2(S1)C(=O)N(C(C)=O)c1ccccc12 (centres undefined),0.0,1.8,-5.3,-0.1
COc1ccccc1CN1C(=O)C2C(C(=O)Nc3ccc(C)c(Cl)c3)C3C=CC2(O3)C1C(=O)NC1CCCC(C)C1C (centres undefined),0.0,-7.0,-0.8,-0.5
CCC(=O)NC(c1nnc2n1CCN(Cc1ccc(C(C)C)cc1)CC2)C(C)C (centres undefined),-0.1,9.3,4.2,0.4
CCOC(=O)c1sc2nc(SCc3ccccc3F)n(CCc3ccc(OC)c(OC)c3)c(=O)c2c1C,-0.2,-2.9,-10.7,-0.2
Cc1c(C(=O)NCc2ccc3c(c2)OCO3)oc2c1-c1[nH]ncc1CC2,-0.1,0.6,0.3,-0.4
NC(=O)C[n+]1cccc2ccccc21,0.0,-7.5,4.0,-0.5
COc1ccc(C(=O)Nc2ccc(S(N)(=O)=O)cc2)cc1OC,0.0,16.0,0.1,-1.7
C[C@@H]1CC[C@H]2C(=O)N3[C@@H](CC[C@@H](C)[C@@H]3c3ccc(Br)cc3)C(=O)N2[C@H]1c1ccc(Br)cc1,-0.1,-7.4,/,-1.3
CCOCCCNC(=O)/C=C1\Sc2ccccc2N(Cc2ccccc2F)C1=O,0.6,10.3,-17.1,0.2
Cc1ccc(C(=O)Nc2ccc(C(=O)O)cc2)cc1S(N)(=O)=O,0.0,7.3,12.0,-0.2
COc1ccc(C(=O)Nc2ccc(C(N)=O)cc2)cc1[N+](=O)[O-],-0.1,10.2,13.0,-0.2
O=C(c1cc(Br)ccc1Cl)N1CCN=C1SCc1cccnc1,-0.4,-12.2,3.1,-0.2

# Source: PubChem BioAssay
